Epigenetic mod – qHTS Assay for Epigenetic Modulators; mouse C127i GFP locus derepression, cytometry, 30 h; Potency, µM (doses to about 46.1 µM), inactives show at the top dose GFP derepression (activation); actives 0.09% (n = 68,000); further: % of control where 0% means no effect
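Derepression screen: silenced CMV-GFP reporter in murine C127i cells, 30 h compound incubation at 37 C, washed cells imaged by laser-scanning cytometer to enumerate GFP-expressing objects of 20 to 120 um.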
Fluorescein autfl – qHTS Assay for Spectroscopic Profiling in Fluorescein Spectral Region; actives 0.91% (n = 59,000); Compound autofluorescence, 480/540 nm, fluorescein-equivalent; active compounds read high; max fluorescein-equivalent concentration, M; AID 593, 2007; in the data active means max fluorescein-equivalent concentration above about 10 nM; inconclusive means between about 1.1 nM and that limit
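First, buffer (100 mM Tris, pH 8.0) dispensed; second, compounds and fluorescein standards pinned in; third, 15 min room-temperature incubation; finally, imaging at ex 480 nm/em 540 nm. Fluorescence normalized against the six-point fluorescein curve.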
Caspase-7 inhib – qHTS Assay for Allosteric/Competitive Inhibitors of Caspase-7; P55210; recombinant caspase-7, Ac-DEVD-AFC fluorescence rate; Potency, µM (top dose mostly 57.5 µM), without a hit: at the top dose activity change, negative = inhibition, usual class: inhibitors; actives 0.02% (n = 75,000); AID 889, 2007; active means well fitted inhibition curve with a large enough effect in the main read-out, with a control signal flat, not every such curve was filed as active; inconclusive means small, poorly fitted or top-dose-only effect, or a change in a side signal; further: potency means the concentration at half of the fitted maximal effect; % of control where 0% means no effect
4MU fluor – qHTS Assay for Spectroscopic Profiling in 4-MU Spectral Region; compound autofluorescence, 340/450 nm, 4-MU equivalents; active compounds read high; actives 11% (n = 59,000); max dye-equivalent concentration, M; in the data active means max dye-equivalent concentration above about 10 nM; inconclusive means mostly about 1.1 nM to 9.6 nM
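Intrinsic fluorescence at 340/450 nm (ex/em) was read after 15 min at room temperature in pH 8.0, 100 mM Tris. Each compound concentration expressed as 4-MU-equivalent concentration from a six-point 4-MU standard series on each plate.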
Caspase-1 inhib – qHTS Assay for Allosteric/Competitive Inhibitors of Caspase-1 | Caspase-1 enzyme, Ac-WEHD-AFC fluorogenic rate | Potency, µM (highest dose often 57.5 µM), for the others: at the highest dose activity change, negative = inhibition, hits mostly inhibitors | actives 0.03% (n = 75,000) | AID 900, 2007;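 further: potency means the concentration at half of the fitted maximal effect; plate controls were vehicle for no effect and no substrate for full effect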
BRCT inh red – qHTS Assay for Inhibitors of BRCT-Phosphoprotein Interaction (Red Fluorophore) | Breast cancer type 1 susceptibility protein (Homo sapiens), P38398 | BRCT-phosphopeptide binding, red fluorescence polarization | Potency, µM (top dose mostly 76.9 µM), for inactives: at the top dose activity change, negative = inhibition, hits mostly inhibitors | actives 0.03% (n = 75,000); further: on the % scale 0 is the no-effect control and ±100 the full control effect
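Rhodamine-labelled pBACH1 10-mer (100 nM) bound to BRCT domain (100 nM) at pH 7.3; compounds incubated 12 min room temperature, polarization read. Free peptide defines full inhibition; unlabelled decapeptide titrated as control.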
USP2a inh – qHTS Assay for Inhibitors of Ubiquitin-specific Protease USP2a. Ubiquitin carboxyl-terminal hydrolase 2 (Homo sapiens), O75604. USP2a enzymatic assay, qHTS inhibition. Potency, µM (top dose mostly 38.3 µM), inactives show at the highest dose activity change, negative = inhibition, hits mostly inhibitors. actives 0.1% (n = 60,000). AID 927, 2007;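 further: potency means the concentration at half of the fitted maximal effect; nearly all actives have a fitted effect of over 60% in size; plate controls were DMSO for no effect and NEM full inhibition control for full effect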
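Coupled readout: USP2-cleaved Ub-PLA2 (20nM final) turns over NBD C6-HPC (20uM final), Ex 460nm/Em 535nm after 2.5 h, time-zero read flagging artifacts. Enzyme (20nM final, pH 8.0 Tris) given 30 min RT with compound first; NEM defines full inhibition.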
A350 autofl – qHTS Assay for Spectroscopic Profiling in A350 Spectral Region; actives 11% (n = 59,000); Compound autofluorescence, 340/450 nm, Alexa 350 dye-equivalents; active compounds read high; max dye-equivalent concentration, M; in the data active means max dye-equivalent concentration above about 10 nM; inconclusive means mostly about 1.1 nM to 9.6 nM
BRCT PPI green – qHTS Assay for Inhibitors of BRCT-Phosphoprotein Interaction (Green Fluorophore) | BRCA1 BRCT-phosphopeptide binding, green fluorescence polarization | Breast cancer type 1 susceptibility protein (Homo sapiens), P38398 | Potency, µM (top dose mostly 76.9 µM), for the others: at the top dose activity change, negative = inhibition, hits mostly inhibitors | actives 0.05% (n = 75,000);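 further: potency means the concentration at half of the fitted maximal effect; plate controls were peptide without protein for full effect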
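Compounds were incubated for 12 min at room temperature with a complex of 100 nM fluorescein-tagged pBACH1 decapeptide and 250 nM His-tagged BRCT protein. Buffer was phosphate pH 7.3 with EDTA, DTT and Tween 20. Disruption of binding lowers the polarization signal.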
HEK293 cAMP ctrl – qHTS Assay for Agonists of the Thyroid Stimulating Hormone Receptor: Activators of Intracellular cAMP Concentrations in Parental HEK 293; parental HEK293 CNG cAMP sensor, membrane potential fluorescence; Potency, µM (highest dose often 57.1 µM), without a hit: at the highest dose activation, usual class: activators; actives 2.5% (n = 73,000); AID 938, 2007; further: potency means the concentration at half of the fitted maximal effect; % of control where 0% means no effect; nearly all actives have a fitted effect of over 55% in size
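Counterscreen for endogenous-receptor signalling: CNG-channel HEK 293 cells report cAMP rise by membrane depolarization. After 60 min dye equilibration with 100 uM RO 20-1724, compounds incubated 30 min before bottom-read fluorescence at 590 nm.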
Ub-GFP proteasome – Ubiquitin-GFP Assay. Ubiquitin-GFP reporter cells, proteasome inhibition, GFP fluorescence; response scale: untreated = 0%, 10 µM MG-132 = 100%. Potency, µM (doses to about 45.9 µM), for inactives: at the top dose activation (GFP accumulation), actives largely listed as activators. 67,000 tested, under 10 active; active means well fitted activation curve with a large enough effect, not every such curve was filed as active; inconclusive means small, poorly fitted or top-dose-only effect, or another doubt; inactive means no such curve, though single readings can be large or run the other way; further: potency means the concentration at half of the fitted maximal effect
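U2OS cells stably expressing ubiquitin(G76V)-GFP, seeded overnight in 0.5% FBS medium, were exposed to compounds (qHTS, 46 uM to 2.9 nM) for 4 hr at 37 °C. GFP-positive cells were counted by laser cytometry (488 ex/515 em), normalized between basal and 10 uM MG-132.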
Starred values were filed as active, the others as inactive; i = inactive; ? = inconclusive; nt = no result given; [ ] = another dose, or the depositor's remark. Unless noted, the call rests on the fitted dose curve; in most records, active means well fitted curve in the direction sought with a large enough effect; inconclusive means small, poorly fitted or top-dose-only effect, or another doubt; inactive means no such curve, though single readings can be large; an effect the other way counts as inactive or inconclusive.

SMILES | Epigenetic mod | Fluorescein autfl | Caspase-7 inhib | 4MU fluor | Caspase-1 inhib | BRCT inh red | USP2a inh | A350 autofl | BRCT PPI green | HEK293 cAMP ctrl | Ub-GFP proteasome
COc1ccccc1CNC(=O)[C@@H]1CCCN1C(=O)C1CCN(S(=O)(=O)c2ccc(C)cc2)CC1 | 3% | ? | 0% | i | -3% | 1.4% | 31%[activator] | ? | -0.3% | -1% | 6%
COc1ccc(Nc2cccccc2=O)cc1 | 4% | nt | -4% | nt | 0% | 0.1% | 8% | nt | -0.1% | 6% | 0%
CC(=O)c1c(N2CCN(Cc3ccc4c(c3)OCO4)CC2)nc(=S)n(-c2ccccc2)c1C | 4% | ? | -7% | 1.6e-08M* | ? | -1.0% | 25% | 2e-08M* | 0.2% | 8% | 1%
CCOC(=O)C1=C(C)Nc2ncnn2C1c1ccc2c(c1)OCO2 (stereo not drawn) | 2% | i | 2% | i | 1% | -1.6% | 2% | i | 0.2% | 24% | 7%
O=C(C1CC1)N1CCc2cc(Br)cc(S(=O)(=O)NCc3ccccn3)c21 | 0% | i | 1% | i | 1% | -0.2% | 5% | i | -0.1% | 14% | 7%
CC1(C)CC(=O)CC(=Nc2ccc3[nH]c(=O)[nH]c3c2)C1 | -4% | nt | 0% | nt | 2% | -1.2% | 2% | nt | 1.4% | 10% | -12%
Cn1nccc1C(=O)Nn1cnnc1 | 2% | i | 0% | i | -2% | -1.5% | -3% | ? | -2.3% | 3% | 1%
Cn1c(CN2CCOCC2)c(C#N)c2ccccc21 | 0% | ? | -6% | ? | 1% | 0.2% | 1% | ? | -0.6% | 0% | 14%
CCOC(=O)N1CCC(n2c(SCC(=O)Nc3nccs3)nc3ccsc3c2=O)CC1 | 8% | ? | -2% | i | -3% | -0.8% | 23% | i | -0.7% | 19% | nt
CCOC(=O)C(C)(C)C(=O)C(C)(C)C(O)c1ccccn1 (stereo not drawn) | 0% | ? | -2% | i | -1% | 0.7% | 2% | i | 0.4% | 3% | nt
CN(C)c1ccc(-c2nccc(NCc3ccccc3)n2)cc1 | -3%[9.22 µM] | i | -2% | ? | -2% | -2.9% | 6% | ? | -1.1% | 11% | -7%
O=C(Nc1cccc(F)c1)N1CCC2(CC1)CCN(C(=O)c1cccc(F)c1)CC2 | 0%[9.22 µM] | i | -3% | i | -3% | 0.7% | 77%[activator] | i | -2.0% | 1% | -13%
Cc1ccc(S(=O)(=O)N(CCO)c2cc3c(s2)CCCC3)cc1 | -1% | ? | -3% | i | -1% | 1.7% | 34%[activator] | i | 3.1% | ? | 1%
Cc1nnc(N2CCc3ccccc3C2)[nH]c1=O | 5% | i | 1% | i | 0% | -2.2% | -1% | i | 0.2% | 1% | 5%
O=C(CN1CC(=O)Oc2ccccc21)NCc1ccco1 | 2% | ? | 1% | ? | -3% | 0.7% | 2% | ? | -1.0% | 1% | 3%
CCOP(C)(=O)C1(C(=O)OCc2ccccc2)CC1 (stereo not drawn) | 5% | nt | 2% | nt | -2% | 1.9% | -2%[7.66 µM] | nt | 0.4% | -3%[11.4 µM] | 11%[9.17 µM]
COc1ccc(CN2C(=O)c3cccnc3C2Nc2ccc(OC)c(Cl)c2)cc1 (stereo not drawn) | 0% | i | -3% | i | 2% | -0.9% | 20% | i | 1.6% | 6% | -10%
Cn1c(=O)oc2cc(S(=O)(=O)NCCC(=O)NCCc3ccccc3)ccc21 | 4% | i | 0% | i | -1% | 1.3% | 17% | i | -1.1% | 5% | 1%
O=C(c1cc(-c2cccs2)on1)N1CCc2ccccc2C1 | -2% | i | -3% | i | -2% | 0.6% | 0% | i | 1.2% | ? | -11%
COc1c(-c2coc3cc4c(cc3c2=O)CC(O)C(C)(C)O4)ccc2c1C=CC(C)(C)O2 (stereo not drawn) | nt | nt | -6% | nt | -3% | 1.9% | 54%[activator] | nt | 2.7%[3.08 µM] | nt | nt
Cc1ccc2c(c1)CC1(CN2C)C(=O)OC2(CCCCC2)OC1=O | 0% | i | -3% | i | -3% | 1.8% | 2% | i | -1.2% | -1% | 6%
COC(=O)c1ccc(Oc2nc3c(c(=O)n(C)c(=O)n3C)n2CCC(C)C)cc1 | 2% | ? | -2% | i | 3% | 0.2% | 4% | i | 0.9% | 16µM* | 10%
COc1ccc(OCC(=O)Nc2cc(OC)cc(OC)c2)cc1 | -2% | nt | -3% | nt | 3% | 1.5% | nt | nt | -1.9% | 4% | 0%
Cc1ccc(O)c(-c2cc(C(=O)NCc3ccncc3)[nH]n2)c1 | 5% | i | -1% | i | 1% | -0.1% | 29% | i | -2.6% | 8% | 3%
COc1ccc2occ(C(=O)c3ccc(N=C(C)N(C)C)cc3)c2c1 | -2% | nt | 0% | nt | -1% | -3.0% | 11% | nt | 1.5% | ? | 0%
CCC/C=C(\CCC)C(NC(=O)Cc1ccccc1)c1ccc(C(=O)OC)cc1 (stereo not drawn) | nt | nt | -5% | nt | -1% | 0.0% | nt | nt | -0.8% | 16µM* | nt
CC(C)CCn1c(N2CCN(c3cccc(Cl)c3)CC2)nc2c1c(=O)[nH]c(=O)n2C | 3% | i | 0% | i | 1% | 0.2% | 4% | i | -1.3% | 7% | -6%
O=C(O)CCC(=O)N1CCN(c2ccc(C(=O)c3ccc(F)cc3)cc2)CC1 | -1% | i | -1% | i | -3% | 0.2% | -8% | ? | -0.5% | -5% | -10%
Cn1c(=O)cc(SCC(=O)N2CCCC2)c2ccccc21 | -2% | i | 1% | i | -1% | -0.6% | 3% | i | 0.3% | 9% | -9%
Cc1cc(N2CCC(C)CC2)n2ncc(-c3ccccc3)c2n1 | 0% | i | ? | 7.5e-08M* | ? | 0.0% | -6% | 1.7e-08M* | -1.1% | 11% | 0%
Cc1nc(NC(=O)c2ccc(Br)s2)sc1C(=O)N(C)C | -3% | i | -1% | i | 0% | 0.9% | -1% | i | -1.7% | -3% | 8%
CC(NC(=O)Nc1ccccc1)C(c1cccs1)N1CCOCC1 (stereo not drawn) | nt | nt | 0% | nt | -3% | 0.1% | nt | nt | 0.1% | 12% | 8%
COc1ccc(CNC(=O)c2cc3c(C)nc4ccccc4c3o2)c(OC)c1 | 3% | nt | -26% | nt | -19% | 0.0% | nt | nt | 3.1% | ? | 0%
CCOC(=O)c1c(C)c(C(=O)Nc2ccc3c(c2)OCO3)c(C)n1C | 0% | i | -1% | i | 1% | -0.3% | 30%[activator] | i | -1.7% | 21% | -3%
Cc1ccc(-n2nc(C)c(C3C(C#N)=C(N)OC4=C3C(=O)CCC4)c2Cl)cc1 (stereo not drawn) | -1% | i | -1% | i | 0% | 0.2% | 25% | i | -1.9% | 21% | 1%
CCN(CC)CCNS(=O)(=O)c1ccc(Cl)cc1 | 5% | i | 0% | i | -2% | -0.2% | -5% | ? | -2.0% | 4% | -3%
COc1ccccc1Oc1c(C)oc2c(CN3CCN(CCO)CC3)c(O)ccc2c1=O | 2% | ? | -11% | 1.3e-06M* | -10% | 0.4% | -6% | 2e-06M* | -6.0% | 17% | -3%
CCOC(=O)c1[nH]c(C)c(/C(O)=C2\C(=O)C(=O)N(CCCN(C)C)C2c2cccnc2)c1C (stereo not drawn) | 13% | i | -1% | i | 2% | -0.3% | -3% | ? | 4.3% | 4% | 11%
CCOC(=O)C1CCCN(C(=O)CCC(=O)Nc2ccc3nc(N4CCOCC4)cc(C)c3c2)C1 (stereo not drawn) | 0% | i | -3% | 1.2e-06M* | -2% | 0.0% | 15% | 1e-06M* | 1.6% | 4% | 5%
O=C(c1ccc(Cl)cc1)C1CCN(C(=O)NC2CCCCC2)CC1 | -1% | i | 0% | i | 0% | 0.5% | nt | i | 0.5% | 22% | 1%
C=CCNS(=O)(=O)c1ccc(OCC(=O)OCC)cc1 | 5% | i | -1% | i | 1% | -3.7% | -2% | i | -1.4% | 3% | 7%
O=C(CSCC(=O)NC1CC1)Nc1ccccc1 | 0% | nt | 1% | nt | -1% | 1.4% | -1% | nt | 1.0% | 4% | 20%

Only part of the results is shown (hit frequency here may not be typical).
